Bioassay records from PubChem.
GPR151 activ = human GPR151 activation; activation, % at 11.2 µM; PathHunter beta-arrestin GPR151 cells, luminescence; actives 1% (n = 650,000); Q8TDV0; in the data active means activation above about 4.9%;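 further: 0% = median of compound wells and 100% = cells with positive control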
Target sequence (Q8TDV0 whole entry, looked up): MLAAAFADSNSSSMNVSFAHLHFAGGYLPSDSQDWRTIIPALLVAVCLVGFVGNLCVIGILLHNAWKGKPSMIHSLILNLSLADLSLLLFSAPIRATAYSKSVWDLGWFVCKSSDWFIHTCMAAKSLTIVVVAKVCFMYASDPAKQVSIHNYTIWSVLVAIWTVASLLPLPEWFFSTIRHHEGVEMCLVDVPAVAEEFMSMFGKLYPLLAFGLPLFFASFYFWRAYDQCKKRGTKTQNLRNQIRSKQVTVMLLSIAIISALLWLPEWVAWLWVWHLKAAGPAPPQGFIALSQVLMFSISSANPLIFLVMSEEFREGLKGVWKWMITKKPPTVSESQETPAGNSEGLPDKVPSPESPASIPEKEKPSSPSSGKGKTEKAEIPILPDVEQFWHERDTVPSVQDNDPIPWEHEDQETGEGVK
TEAD-YAP inh = TEAD-YAP interaction inhibition; AID 1259422; HEK-TIYL cells, TEAD-Gal4/YAP UAS-luciferase luminescence; inhibition, % at 9.12 µM; actives 1.4% (n = 640,000); in the data active means inhibition above about 32%;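 further: 0% = median of test compound wells and 100% = reference inhibitor wells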
FBW7 activator = human FBW7 E3 ligase activation, primary screen | Q969H0 | AlphaScreen FBW7–phospho-cyclin E peptide binding, activator screen | normalized activity (activation), % at 26.1 µM | actives 0.13% (n = 650,000); in the data active means normalized activity above about 1.9%;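 further: purified mutant Fbw7 with reduced substrate affinity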
MITF inh = inhibitors of human MITF. AlphaScreen MITF homodimerization, bead proximity signal. inhibition, % at 2.6 µM. actives 0.91% (n = 650,000); in the data active means inhibition above about 50%;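 further: 0% = vehicle wells with protein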
Target sequence (O75030 whole entry, looked up): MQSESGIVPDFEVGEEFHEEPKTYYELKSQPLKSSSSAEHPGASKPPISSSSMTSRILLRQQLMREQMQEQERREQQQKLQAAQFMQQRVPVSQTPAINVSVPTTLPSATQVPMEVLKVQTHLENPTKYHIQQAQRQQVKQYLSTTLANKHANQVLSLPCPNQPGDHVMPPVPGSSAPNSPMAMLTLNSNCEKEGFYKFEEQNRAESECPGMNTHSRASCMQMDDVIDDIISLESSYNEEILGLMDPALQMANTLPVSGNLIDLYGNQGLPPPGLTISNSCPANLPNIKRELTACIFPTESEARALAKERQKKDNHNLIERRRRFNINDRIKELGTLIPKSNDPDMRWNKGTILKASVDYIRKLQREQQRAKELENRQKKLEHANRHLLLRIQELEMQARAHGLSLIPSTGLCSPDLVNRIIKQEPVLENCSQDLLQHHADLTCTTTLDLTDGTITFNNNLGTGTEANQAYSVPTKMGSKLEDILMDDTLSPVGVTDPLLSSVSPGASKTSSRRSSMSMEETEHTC
* marks the source's active call; other numbers are inactive results.

No.	compound	GPR151 activ	TEAD-YAP inh	FBW7 activator	MITF inh
1	O=C1OC(c2ccc([N+](=O)[O-])cc2Cl)=N/C1=C\c1cc(Br)cs1	2.2	5	0.2	-2
2	CC(C)Oc1ccc(C(=O)NCCC(=O)O)cc1	0.7	-13	0.5	16
3	COCC(=O)Nc1cccc(Cl)c1Cl	0.4	4	-0.1	13
4	CCOC(=O)c1c(NC(=O)c2nn3c(C(F)(F)F)cc(-c4ccc(Cl)cc4)nc3c2Cl)sc2c1CCCC2	-1.4	5	0.1	-4
5	Cc1ccc(NC(=O)c2cccc(Oc3ccccc3)c2)cc1	-0.2	-52	0.8	-3
6	CCOC(=O)Cn1c(=O)oc2cc(S(=O)(=O)N3CC(C)CC(C)C3)ccc21 (stereo not given)	-0.5	-10	0.6	11
7	CCOc1ccc(NS(=O)(=O)c2ccc(Cl)c(C)c2Cl)cc1	1.3	-10	0.1	-12
8	CCOC(=O)c1ccc(NC(=O)c2sc3ccccc3c2Cl)cc1	-0.8	7	-0.3	11
9	CCc1ccc(N(C)S(=O)(=O)c2ccc3[nH]cc(C(=O)NCc4ccco4)c(=O)c3c2)cc1	3.2	-1	-0.2	12
10	CC(=O)Nc1ccc(S(=O)(=O)Oc2ccc(C(=S)N3CCC(O)CC3)cc2)cc1	0.1	15	-0.1	7
11	Cn1cc([N+](=O)[O-])c(C(=O)NC23CC4CC(CC(C4)C2)C3)n1	-0.3	9	0.1	22
12	COC(=O)/C(=C1/Oc2cc3c(cc2S1)OCO3)C(F)(F)F	0.8	1	0.3	16
13	COC(C(=O)N1CCc2nnc(CNC(=O)COc3ccccc3)n2CC1)c1ccccc1 (stereo not given)	0.1	-5	0.0	2
14	O=C(Nc1ccccc1O)c1ccc2c(c1)C(=O)N(N1C(=O)c3ccccc3C1=O)C2=O	-0.7	4	-0.2	-6
15	COc1ccc(-n2nc3cc(C)c(NC(=O)c4cc(OC)c(OC)c(OC)c4)cc3n2)cc1	-1.4	-2	0.0	2
16	O=C(CSc1nc(-c2ccccc2)cn1-c1ccccc1)Nc1ccc(Cl)cc1	0.1	-10	0.0	-2
17	Cc1cc2c(c(=O)o1)C1(C(=O)Nc3ccc([N+](=O)[O-])cc31)C(C#N)=C(N)O2 (stereo not given)	-1.6	-4	0.1	9
18	Cc1ccc(NC(=O)N2CCCC(C(N)=O)C2)cc1 (stereo not given)	0.1	-5	-0.1	-4
19	COc1ccc(C(=O)Nc2ccc(NC(=O)CN3CCCC(C)C3)c(C)c2)cc1 (stereo not given)	0.6	-5	-0.1	-7
20	Cc1csc(NC(=O)Cn2ncc3c(=O)oc4ccccc4c32)n1	-1.3	-1	0.0	-5
21	O=C(COC(=O)Cc1ccc(Br)cc1)NC12CC3CC(CC(C3)C1)C2	0.0	4	-0.1	-4
22	CC1CCCCC1NC(=O)CCCCn1c(=O)[nH]c2ccsc2c1=O (stereo not given)	-0.3	5	0.1	-1
23	O=C(Nc1ccc(Cl)c(Cl)c1)c1ccc(F)c(S(=O)(=O)NC2CC2)c1	-0.6	8	-0.1	4
24	Cc1cccc(OCCOc2ccccc2/C=C2/C(=N)N3N=C(C(C)C)SC3=NC2=O)c1	0.6	-8	-0.1	-6
25	COc1ccc(Cl)cc1NC(=O)Cn1ncc2c1-c1ccccc1OC2	0.4	-6	0.1	-1
26	O=C(c1ccco1)N1CCN(c2ccc3cccc(-c4ccncc4)c3n2)CC1	-0.3	4	-0.1	-1
27	COc1ccc(Cl)cc1NC(=O)CN1C(=O)CCSc2ccccc21	-2.6	-17	1.5	23
28	Cc1ccc(CSC2=NCCN2C(=O)c2ccco2)cc1	-0.7	5	0.8	3
29	COc1ccc2[nH]c3c(=O)n(Cc4ccccc4Cl)cnc3c2c1	0.9	4	-0.1	-1
30	c1ccc(CN2CCC(N3CCc4ccccc4C3)CC2)cc1	-0.1	9	-0.1	29

Quoted from above: entries 6–28
No.	compound	GPR151 activ	TEAD-YAP inh	FBW7 activator	MITF inh
6	CCOC(=O)Cn1c(=O)oc2cc(S(=O)(=O)N3CC(C)CC(C)C3)ccc21 (stereo not given)	-0.5	-10	0.6	11
7	CCOc1ccc(NS(=O)(=O)c2ccc(Cl)c(C)c2Cl)cc1	1.3	-10	0.1	-12
8	CCOC(=O)c1ccc(NC(=O)c2sc3ccccc3c2Cl)cc1	-0.8	7	-0.3	11
9	CCc1ccc(N(C)S(=O)(=O)c2ccc3[nH]cc(C(=O)NCc4ccco4)c(=O)c3c2)cc1	3.2	-1	-0.2	12
10	CC(=O)Nc1ccc(S(=O)(=O)Oc2ccc(C(=S)N3CCC(O)CC3)cc2)cc1	0.1	15	-0.1	7
11	Cn1cc([N+](=O)[O-])c(C(=O)NC23CC4CC(CC(C4)C2)C3)n1	-0.3	9	0.1	22
12	COC(=O)/C(=C1/Oc2cc3c(cc2S1)OCO3)C(F)(F)F	0.8	1	0.3	16
13	COC(C(=O)N1CCc2nnc(CNC(=O)COc3ccccc3)n2CC1)c1ccccc1 (stereo not given)	0.1	-5	0.0	2
14	O=C(Nc1ccccc1O)c1ccc2c(c1)C(=O)N(N1C(=O)c3ccccc3C1=O)C2=O	-0.7	4	-0.2	-6
15	COc1ccc(-n2nc3cc(C)c(NC(=O)c4cc(OC)c(OC)c(OC)c4)cc3n2)cc1	-1.4	-2	0.0	2
16	O=C(CSc1nc(-c2ccccc2)cn1-c1ccccc1)Nc1ccc(Cl)cc1	0.1	-10	0.0	-2
17	Cc1cc2c(c(=O)o1)C1(C(=O)Nc3ccc([N+](=O)[O-])cc31)C(C#N)=C(N)O2 (stereo not given)	-1.6	-4	0.1	9
18	Cc1ccc(NC(=O)N2CCCC(C(N)=O)C2)cc1 (stereo not given)	0.1	-5	-0.1	-4
19	COc1ccc(C(=O)Nc2ccc(NC(=O)CN3CCCC(C)C3)c(C)c2)cc1 (stereo not given)	0.6	-5	-0.1	-7
20	Cc1csc(NC(=O)Cn2ncc3c(=O)oc4ccccc4c32)n1	-1.3	-1	0.0	-5
21	O=C(COC(=O)Cc1ccc(Br)cc1)NC12CC3CC(CC(C3)C1)C2	0.0	4	-0.1	-4
22	CC1CCCCC1NC(=O)CCCCn1c(=O)[nH]c2ccsc2c1=O (stereo not given)	-0.3	5	0.1	-1
23	O=C(Nc1ccc(Cl)c(Cl)c1)c1ccc(F)c(S(=O)(=O)NC2CC2)c1	-0.6	8	-0.1	4
24	Cc1cccc(OCCOc2ccccc2/C=C2/C(=N)N3N=C(C(C)C)SC3=NC2=O)c1	0.6	-8	-0.1	-6
25	COc1ccc(Cl)cc1NC(=O)Cn1ncc2c1-c1ccccc1OC2	0.4	-6	0.1	-1
26	O=C(c1ccco1)N1CCN(c2ccc3cccc(-c4ccncc4)c3n2)CC1	-0.3	4	-0.1	-1
27	COc1ccc(Cl)cc1NC(=O)CN1C(=O)CCSc2ccccc21	-2.6	-17	1.5	23
28	Cc1ccc(CSC2=NCCN2C(=O)c2ccco2)cc1	-0.7	5	0.8	3

Following part:
No.	compound	GPR151 activ	TEAD-YAP inh	FBW7 activator	MITF inh
31	COc1ccc(NC(=O)Cn2cnc3c(cnn3C(C)(C)C)c2=O)cc1OC	-0.5	6	0.4	14
32	Cc1cc2ccccc2n2c(SCC(=O)NCc3cccs3)nnc12	-0.1	-7	-0.2	9
33	Cc1ccc(C)n1-c1ccccc1N	1.5	51*	0.6	-7
34	C=CCc1ccc(OCCOCCN(C)C)c(OC)c1	1.1	-8	0.0	30
35	COc1cc(Nc2nc(Nc3ccccn3)nc3nc[nH]c23)cc(OC)c1OC	0.1	0	-0.3	-1
36	Cc1cccc(NC(=O)c2cc([N+](=O)[O-])ccc2N2CCOCC2)c1	-0.2	-3	0.0	1
37	COCCNC(=O)c1ccc2c(=O)n(Cc3ccco3)c(=S)[nH]c2c1	2.8	4	-0.2	3
38	CCOc1ccccc1NCc1nn2cc(-c3ccc(OC)c(OC)c3)c3c2n1CCCC3	-0.4	4	-0.1	21
39	CCOC(=O)c1ccc(NC(=O)CCS(=O)(=O)c2ccc3c(c2)SCC(=O)N3)cc1	-0.5	1	0.0	11
40	COc1ccc(C(=O)Nc2ccc(O)c(-c3nc4ccccc4o3)c2)cc1	0.4	-12	0.1	-20
41	Cc1ccc(-c2noc(CNC(=O)CC(C)(C)C)n2)cc1	2.5	-8	0.0	-5
42	Cc1ccc(-c2[nH]ncc2CN2CCC(OCc3cccnc3)CC2)cc1C	-1.1	-6	-0.2	-5
43	Cc1ccc(NC(=O)c2ccco2)c(Br)c1	-0.6	-35	0.0	1
44	CCOC(=O)C1CCN(S(=O)(=O)c2ccc(C)cc2)CC1	-0.8	3	0.2	13
45	O=C1CC(c2ccc3c(c2)OCO3)Sc2nc3ccccc3n21 (stereo not given)	-0.5	76*	0.0	-3
46	COC(=O)C1(C(F)(F)F)C2C=CC(C2)N1S(=O)(=O)c1ccc(C)cc1 (stereo not given)	0.4	0	-0.1	8
47	COc1cc(S(=O)(=O)N2CCN(c3ccc(F)cc3)CC2)c(OC)cc1Cl	-1.3	3	0.3	16
48	CC(=O)NCCc1cc2c(C)ccc(C)c2[nH]c1=O	-0.2	-11	0.1	3
49	CC1SC(=Nc2ccccc2)N(S(=O)(=O)c2ccccc2)C1=O (stereo not given)	-0.9	5	0.1	1
50	COCC1CCCN(Cc2c(C(=O)N3CCCCCCC3)nc3ccc(Cl)cn23)C1 (stereo not given)	-0.5	-5	0.0	5
51	CN(Cc1ccccc1)C(=O)CSc1nc2ccsc2c(=O)n1Cc1ccccc1	-1.0	2	0.1	2
52	Cc1ccc(C2=NN3C(C2)c2cc(Cl)ccc2OC3c2ccccc2Cl)o1 (stereo not given)	-0.6	-7	0.1	16
53	CCC(C)(C)c1ccc(OCCOCC[n+]2ccccc2)c(C(C)(C)CC)c1	3.3	77*	0.2	2
54	CC1(C)C2C[C@@H](OC(=O)Nc3cccc4ccccc34)[C@](C)(O)CC21 (stereo not given in full)	0.8	0	-0.1	0
55	Cc1cc(NC(=O)CN2CCCCC2)nc2c1c(=O)oc1ccccc12	-0.1	-3	-0.1	5
56	CC(C)c1ccc(N(CC(=O)Nc2ccc(C(F)(F)F)cc2)S(C)(=O)=O)cc1	-2.0	-15	0.2	9
57	COc1ccc(/C=c2\sc3nc(-c4ccncc4)nn3c2=O)cc1	-0.8	3	0.0	-5
58	COCCNC(=S)NNc1ccc(C)cc1C	1.1	4	0.0	6
59	Cc1ccc(NCC(=O)N/N=C/c2ccc(I)o2)cc1	-0.1	14	0.0	7
60	CC12c3ccccc3C(c3ccccc31)C1C(=O)N(Cc3ccco3)C(=O)C12 (stereo not given)	0.0	1	-0.1	19

Next section:
No.	compound	GPR151 activ	TEAD-YAP inh	FBW7 activator	MITF inh
61	Nc1ccc(-c2cc(-c3ccc(N)cc3)nc(-c3ccc(N)cc3)n2)cc1	1.2	-8	0.2	-1
62	Cc1csc(=O)n1CC(=O)NC1CCCCCC1	0.3	-1	0.1	-2
63	COc1ccc(CCn2c(C)cc(C(=O)CSc3nc(N)cc(=O)[nH]3)c2C)cc1	-0.2	33*	-0.1	7
64	CC(C)CN1C(=O)C(=O)N(CC(=O)NC(C)c2ccc(Cl)cc2Cl)C1=O (stereo not given)	-1.4	-20	-0.1	4
65	Cc1nc2ccc3nc(NC(=O)c4ccccc4Br)sc3c2s1	-1.3	-5	0.1	4
66	O=C(NCC1COc2ccccc2O1)c1cc(Cl)sc1Cl (stereo not given)	2.7	-59	0.0	3
67	CC(=O)c1cc(F)c(N2CCN(C(=O)c3cc(F)c(F)cc3Cl)CC2)cc1C	-0.1	-4	0.1	-2
68	Cc1cc(NC(=O)c2cccc(NC(=O)c3ccccc3)c2)no1	0.0	6	0.0	3
69	O=C(NCC(c1cccs1)N1CCOCC1)c1ccc([N+](=O)[O-])o1 (stereo not given)	1.0	55*	-0.1	3
70	COc1ccc(CN2CCCN(Cc3ccc(OC)cc3)C2c2cccc3ccccc23)cc1	1.9	10	0.0	9
71	N#Cc1c(Nc2ccccc2)cc[nH]c1=S	-0.7	-16	-0.1	-10
72	N#Cc1ccccc1NC(=O)COC(=O)c1c2c(nc3ccccc13)CCC2	-1.6	5	0.3	17
73	CCCOc1ccc(NC(=O)C2CC(=O)N(C)C(=Nc3ccc(C)c(C)c3)S2)cc1 (stereo not given)	-1.1	-1	-0.2	-6
74	COC(=O)c1c(NC(=O)c2nc3ccccc3s2)sc2c1CC(C)(C)NC2(C)C	0.4	-7	0.1	4
75	COc1cc(C#N)ccc1OCC(C)C	0.1	6	0.0	12
76	CCCNc1nc(-c2ccc(C(=O)NC3CC3)cc2)nc2nc[nH]c12	1.6	3	-0.1	5
77	Cc1ccc(O)c(NS(=O)(=O)c2cccc3nsnc23)c1	0.0	-9	-0.1	5
78	CC(C)c1cccc(C(C)C)c1NC(=O)CN1C(=O)c2ccccc2C1=O	-0.9	0	0.3	-11
79	Cc1cc(=O)[nH]c(-n2nc(C)c(CCC(=O)Nc3ccccc3-c3ccccc3)c2C)n1	-1.6	27	-0.8	2
80	CN1CCN(c2cc(C(=O)Nc3ccc4c(c3)CCC4)c3ccccc3n2)CC1	1.5	-3	-0.2	-1
81	COc1ccc(Cc2nnc(NC(=O)c3ccc([N+](=O)[O-])cc3)s2)cc1OC	3.4	8	0.1	14
